High-throughput results from PubChem BioAssay.
PvdQ acylase: P. aeruginosa PvdQ acylase inhibitors, primary screen, biochemical, fluorescence, plate reader and imaging, single point. purified PvdQ acylase. inhibition, % at 10 µM. hit rate 0.063% among 340,000. AID 488965, 2010; in the data active = inhibition above about 30%, passing the limit was not always enough;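 note: 0% = vehicle neutral wells and 100% = reference inhibitor wells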
SR-BI HDL uptake: inhibitors of SR-BI mediated HDL lipid uptake, primary screen, ldlA[mSR-BI] cells, fluorescence, single point. ldlA[mSR-BI] CHO cells, DiI-HDL uptake fluorescence, 3 h. inhibition, % at 12.5 µM. hit rate 0.96% among 320,000;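 active = mean replicate inhibition of at least 70% and a set share of replicates each scoring 70 or more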;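 note: 0% = median of neutral control wells and 100% = median of positive control wells; values of inactives mirror those of a sister screen read the other way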
Target sequence (Q61009 whole entry, looked up): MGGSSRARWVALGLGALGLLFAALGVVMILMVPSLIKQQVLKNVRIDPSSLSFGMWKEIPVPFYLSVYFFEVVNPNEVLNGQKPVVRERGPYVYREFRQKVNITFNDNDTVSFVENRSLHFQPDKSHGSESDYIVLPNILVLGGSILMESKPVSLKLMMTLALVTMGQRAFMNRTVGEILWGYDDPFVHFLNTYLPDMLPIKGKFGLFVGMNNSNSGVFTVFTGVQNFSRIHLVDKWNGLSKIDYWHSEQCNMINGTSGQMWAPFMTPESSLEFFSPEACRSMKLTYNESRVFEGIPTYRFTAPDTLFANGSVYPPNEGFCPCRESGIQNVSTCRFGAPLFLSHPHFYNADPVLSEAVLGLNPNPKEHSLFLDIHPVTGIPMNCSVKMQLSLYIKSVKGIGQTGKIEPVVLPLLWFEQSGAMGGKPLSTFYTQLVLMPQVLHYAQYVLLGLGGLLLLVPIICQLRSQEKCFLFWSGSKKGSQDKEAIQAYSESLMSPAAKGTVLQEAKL
CAL PDZ FP-1: untagged CAL PDZ binding inhibitors, primary screen, biochemical, fluorescence polarization, HTS; AID 602252, 2012; Golgi-associated PDZ and coiled-coil motif-containing protein (Homo sapiens), Q9HD26; inhibition, % at 24.9 µM; purified CAL PDZ, TMR-peptide fluorescence polarization, 1 h; hit rate 0.92% among 300,000;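 active = mean inhibition of at least 30% with at least half of replicates also reaching 30%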;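 note: 0% = DMSO neutral control and 100% = excess unlabeled competitor peptide PRC23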
dFosB activator: activators of delta FosB homodimer, primary screen, biochemical, fluorescence polarization, TAMRA-CDK5 oligo, single point; purified delta FosB; percent of positive-control signal above neutral wells; activation, % at 25 µM; hit rate 0.99% among 340,000; AID 493131, 2011;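 active = mean activation above about 17%, with every replicate also reaching it, limit read from the data, passing the limit was not always enough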;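 note: fluorescence polarization rise as delta FosB binds a TAMRA Cdk5 AP-1 oligo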
Target sequence (P13346 whole entry, looked up): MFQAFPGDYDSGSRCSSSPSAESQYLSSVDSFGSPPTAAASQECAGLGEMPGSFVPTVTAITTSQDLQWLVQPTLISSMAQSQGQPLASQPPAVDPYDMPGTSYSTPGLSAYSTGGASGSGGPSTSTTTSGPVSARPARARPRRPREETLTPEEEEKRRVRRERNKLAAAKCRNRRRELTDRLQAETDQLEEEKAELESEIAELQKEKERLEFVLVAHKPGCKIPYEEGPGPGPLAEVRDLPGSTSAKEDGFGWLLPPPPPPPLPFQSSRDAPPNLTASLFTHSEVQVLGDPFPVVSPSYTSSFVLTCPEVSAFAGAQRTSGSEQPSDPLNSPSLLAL
SR-BI DiI-HDL act: activators of SR-BI mediated DiI-HDL uptake, primary screen, ldlA[mSR-BI] CHO cells, DiI fluorescence; activation, % at 12.5 µM; 3 h; 100 = double the neutral-control signal; hit rate 0.096% among 320,000;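 active = mean replicate activation of at least 60% and every replicate at or above 60%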;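 note: 0% = median plate neutral-control signal and 100% = twice that signal; values of inactives mirror those of a sister screen read the other way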
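Assay system: LDL receptor-deficient CHO ldlA cells overexpressing murine SR-BI / Medium: BSA-supplemented, HEPES-buffered Ham's F12, pH 7.4 / Probe or stimulus: DiI-labelled HDL at 10 µg/mL final / Timing: compound with DiI-HDL co-incubation, 3 h at 37 °C / Technique: bottom-read cell fluorescence after medium removal, ex 550/em 595 nm / Measure: HDL uptake via cellular fluorescence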
NSD2 inh: NSD2 histone methyltransferase inhibitors, primary screen, biochemical, AlphaScreen, single concentration, set 2. Histone-lysine N-methyltransferase NSD2 (Homo sapiens), O96028. NSD2 peptide methylation, 120 min. inhibition, % at 12.5 µM. hit rate 0.54% among 310,000. AID 743445, 2014; in the data active = inhibition above about 50%
MITF TRPM1 HTS: activators of MITF-driven TRPM1 promoter reporter, primary screen, cell-based, SK-MEL-5, luciferase, single point | AID 588334, 2011 | hit rate 0.75% among 300,000 | SK-MEL-5 TRPM1-promoter luciferase, 24 h; % of positive control, neutral wells = 0 | activation, % at 12.5 µM;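 active = mean activation of at least 80% with every replicate also reaching 80%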;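 note: 0% = neutral control wells and 100% = parthenolide positive control wells; values of inactives mirror those of a sister screen read the other way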
CAL PDZ FP-2: CAL PDZ peptide-binding inhibitors, primary screen, biochemical, fluorescence polarization, Cer-tagged CAL PDZ, HTS | inhibition, % at 20 µM | hit rate 0.02% among 330,000 | purified CAL PDZ, TMR-peptide fluorescence polarization, 1 h | AID 504414, 2011;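 active = highest replicate inhibition of at least 40%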;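 note: plate controls were DMSO neutral control wells for no effect and unlabeled competitor peptide control wells for full effect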
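material = purified tagged CAL PDZ domain construct (CerCALP) | compound dosing = 20 µM, one dose | times = 1 h at RT | measured by = fluorescence polarization from S- and P-plane intensities, G-factor corrected | read-out = inhibition from polarization loss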
Rtt109 Vps75: inhibitors of C. albicans Rtt109/Vps75 HAT, primary screen, biochemical, ThioGlo CoA-SH fluorescence, plate reader | purified Rtt109/Vps75, 4 h | inhibition, % at 34.9 µM | hit rate 0.16% among 330,000 | AID 540336, 2011;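 active = inhibition of at least 50% in every replicate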
PfHsp90 yeast 2: growth inhibition of PfHsp90-expressing yeast, primary screen, antimalarial PfHsp90 inhibitor project, S. cerevisiae, BacTiter-Glo luminescence, single point, set 2; hit rate 0.32% among 310,000; BacTiter-Glo ATP, 48 h; yeast lacking PDR1 and PDR3 efflux regulators; inhibition, % at 9.4 µM; AID 504621, 2011;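 active = every replicate shows inhibition above about 80%, whatever the replicate mean, limit read from the data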;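 note: 0% = DMSO neutral controls and 100% = 20 µM radicicol positive controls; yeast relying on Plasmodium falciparum Hsp90 in place of its own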
Starred values were filed as active, the others as inactive; . = not tested or not shown.

structure | PvdQ acylase | SR-BI HDL uptake | CAL PDZ FP-1 | dFosB activator | SR-BI DiI-HDL act | NSD2 inh | MITF TRPM1 HTS | CAL PDZ FP-2 | Rtt109 Vps75 | PfHsp90 yeast 2
COC(=O)Cn1nnc(-c2cccc(OC)c2)n1 | -11 | -26 | 0 | 2 | 26 | 2 | 0 | -0.8 | -2 | -18
CC(C)N(C(=S)Nc1cc(S(=O)(=O)N2CCOCC2)ccc1Cl)c1ccccc1 | -8 | -24 | -4 | -5 | 24 | -1 | 4 | -0.5 | 5 | -6
COCCn1c(SCC(=O)Nc2cc(C)nn2-c2ccccc2)nnc1-c1ccncc1 | -9 | 27 | -4 | -2 | -27 | -2 | -4 | 0.4 | -7 | -2
Cc1c(/C=N/NC(=O)c2cc(C(C)(C)C)[nH]n2)c2ccccc2n1C | -12 | -3 | . | -11 | 3 | -1 | . | 0.2 | -2 | 3
CC(=O)c1ccc(NC(=S)N2CCN(CCO)CC2)cc1 | -6 | . | -4 | 2 | . | 0 | -2 | -0.1 | -2 | -11
COc1ccc(CCNC(=O)CSC2=Nc3ccccc3C3=NC(C(C)C)C(=O)N23)cc1OC (configuration not stated) | 1 | -22 | 0 | 0 | . | 5 | -2 | -0.4 | -5 | -13
O=C(CSc1n[nH]c(=O)n1-c1cccnc1)Nc1ccccc1Cl | 6 | 3 | -6 | -6 | -3 | 1 | -2 | 0.8 | 24 | -15
CC(=O)Nc1ccc(S(=O)(=O)N/N=C/c2cccnc2)cc1 | -6 | -24 | -1 | 1 | . | -1 | -8 | -1.0 | 0 | 16
CC(C)NC(=O)c1noc2cc([N+](=O)[O-])ccc12 | -2 | -28 | 10 | 0 | 28 | 1 | . | -0.3 | -7 | -8
O=C(COc1ccc(S(=O)(=O)Nc2ccccc2)cc1)N1CCOCC1 | 0 | -23 | -2 | -1 | 23 | -1 | . | -0.3 | 6 | 11
CCOc1cc(C2NC(=O)CCC2[N+](=O)[O-])cc(Br)c1OC (configuration not stated) | -9 | 3 | 1 | -2 | -3 | -2 | 0 | 0.8 | -13 | 10
CN(C)C(=O)CCc1ccc2c3c([nH]c2c1)[C@]1(CCc2ccccc2)[C@@H](C(=O)N2CCCCC2)C[C@H](CC(=O)NCCC2=CCCCC2)C(=O)N1CC3 | -8 | -18 | 0 | 0 | 18 | . | -16 | -1.3 | 11 | 11
O=C(c1cc(F)ccc1F)C1CCCN(Cc2cccn2-c2ccccn2)C1 (configuration not stated) | 4 | 6 | -1 | -3 | -6 | 3 | -5 | -0.1 | 36 | 12
Cc1ccc(C)c(SCC(=O)Nc2cccc(S(=O)(=O)N3CCOCC3)c2)c1 | 14 | 31 | -2 | -19 | -31 | 0 | -1 | -0.6 | 1 | .
N#CCC(=O)N/N=C/c1ccc(N2N=C(c3ccccc3)CC2c2ccccc2)cc1 (configuration not stated) | -10 | . | -1 | 2 | . | -4 | -18 | -0.5 | -12 | -44
CSc1ccc(S(=O)(=O)N2CCC(C(=O)Nc3ccc(NC(C)=O)cc3)CC2)cc1 | -7 | . | 4 | -2 | . | -7 | -4 | 0.5 | -3 | -7
COc1ccc(N2C(=O)CSC23C(=O)N(CC(=O)NC2CCCC2)c2ccccc23)cc1 (configuration not stated) | -12 | -1 | -3 | -6 | 1 | 2 | -2 | 0.1 | -8 | -6
COc1cccc(CN2CCN(S(=O)(=O)c3ccc(Br)cc3)CC2)c1 | 3 | -15 | -3 | -6 | 15 | -2 | 7 | -2.3 | -2 | .
CC(=O)Nc1c(-c2ccccc2)nc2ccc(Cl)cn12 | -14 | -23 | . | -1 | 23 | 0 | -3 | 0.6 | 7 | 20
Cn1ccc(C(=O)N/N=C/c2cccnc2)n1 | -5 | . | . | -4 | . | -1 | 0 | 0.9 | 15 | -43
O=c1c2ccccc2nc2c3ccccc3c(NCc3cccnc3)nn12 | 2 | -16 | -6 | -11 | 16 | -2 | 3 | -1.5 | 1 | -17
COc1ccc(N(CC(=O)Nc2cc(C)ccc2C)S(=O)(=O)c2ccccc2[N+](=O)[O-])c(OC)c1 | 0 | 23 | -5 | -9 | -23 | . | -11 | 0.7 | 1 | 1
CC(C)CN(C(=O)COC(=O)C12CC3CC(CC(Cl)(C3)C1)C2)c1c(N)n(Cc2ccccc2)c(=O)[nH]c1=O | -10 | -6 | -5 | 6 | 6 | 0 | -24 | -1.8 | 20 | -23
COC(=O)NNC(=O)C12CC3CC(CC(C3)C1)C2 | 7 | -18 | -1 | -2 | 18 | -3 | 1 | -0.1 | 0 | .
Cc1cccc(NS(=O)(=O)c2cccc(C(=O)N3CCN(S(=O)(=O)c4ccccc4)CC3)c2)c1 | -12 | -13 | 0 | -3 | 13 | 0 | -10 | -2.1 | 17 | .
COc1ccc(C(=O)Nc2cc3c(cc2C#N)OCO3)cc1S(=O)(=O)NCc1ccco1 | -4 | 9 | -2 | 3 | -9 | 0 | -3 | -0.8 | -23 | -8
Cc1cccc(N(C)c2cc(C)nc3nc(C)nn23)c1 | 5 | -14 | -3 | 0 | 14 | . | -3 | -1.6 | -16 | 5
CC(=O)c1c(C)nc(-c2ccc(Cl)cc2Cl)n1O | -12 | -14 | . | -4 | 14 | 29 | . | 0.5 | 2 | 1
CCCc1[nH]n(-c2ccc([N+](=O)[O-])cc2)c(=O)c1C(C)=NCc1ccncc1 | -2 | . | 2 | -13 | . | 11 | 12 | 0.0 | 10 | 11
COc1ccc(S(=O)(=O)n2nc(-c3cc(OC)c(OC)c(OC)c3)cc2N)cc1OC | -8 | 52 | . | -1 | -52 | . | -12 | -1.6 | 1 | -19
COc1ccc(C(=S)N2CCOCC2)cc1OC(=O)c1ccccc1 | -6 | -10 | -9 | 0 | 10 | . | -2 | -1.4 | 6 | -25
COc1ccc2oc(C(=O)OCC(=O)NC3CCCC3)c(C)c2c1 | 1 | -6 | -4 | -8 | 6 | 1 | 13 | -0.1 | -2 | 2
CN(Cc1cnn(C)c1)C(=O)C1CCC(=O)N(C2CCCCCC2)C1 (configuration not stated) | -9 | -12 | 1 | -9 | 12 | 0 | 2 | -3.3 | 5 | 20
Cc1cccc(C)c1NC(=O)Cn1cc(C=O)c2ccccc21 | 2 | -15 | 1 | -2 | 15 | -3 | -3 | . | 18 | 2
O=C(O)CC(c1cccc(O)c1)N1Cc2ccccc2C1=O (configuration not stated) | -2 | -9 | -3 | -4 | 9 | -2 | 4 | 0.2 | 5 | -16
N#CC1=C(N)Oc2n[nH]c(-c3cccs3)c2C1c1ccncc1 (configuration not stated) | 5 | -10 | -4 | -10 | 10 | 0 | -5 | -0.5 | 11 | 0

A draw from above in order of formula weight, rising.
structure | PvdQ acylase | SR-BI HDL uptake | CAL PDZ FP-1 | dFosB activator | SR-BI DiI-HDL act | NSD2 inh | MITF TRPM1 HTS | CAL PDZ FP-2 | Rtt109 Vps75 | PfHsp90 yeast 2
Cc1cccc(C)c1NC(=O)Cn1cc(C=O)c2ccccc21 | 2 | -15 | 1 | -2 | 15 | -3 | -3 | . | 18 | 2
COc1ccc2oc(C(=O)OCC(=O)NC3CCCC3)c(C)c2c1 | 1 | -6 | -4 | -8 | 6 | 1 | 13 | -0.1 | -2 | 2
COc1ccc(C(=S)N2CCOCC2)cc1OC(=O)c1ccccc1 | -6 | -10 | -9 | 0 | 10 | . | -2 | -1.4 | 6 | -25

(further entries)
structure | PvdQ acylase | SR-BI HDL uptake | CAL PDZ FP-1 | dFosB activator | SR-BI DiI-HDL act | NSD2 inh | MITF TRPM1 HTS | CAL PDZ FP-2 | Rtt109 Vps75 | PfHsp90 yeast 2
NC(=S)N/N=C/c1ccc(-c2ccc(SC(F)F)cc2)o1 | 13 | 74* | -3 | -9 | -74 | -1 | . | -0.6 | 6 | -1
O=C(CN1C(=O)NC2(CCc3ccccc32)C1=O)Nc1ccc(Br)cc1F (configuration not stated) | 11 | 1 | -7 | -7 | -1 | -1 | 17 | 0.1 | 10 | -4
Cc1ccc(N2NC(=O)/C(=C/c3ccc(-c4ccc(Cl)c(C(=O)O)c4)o3)C2=O)cc1C | -6 | -16 | . | 6 | 17 | . | . | 0.1 | -4 | 16
CC1C(=O)C(C)C(c2ccco2)NC1c1ccco1 (configuration not stated) | -11 | -10 | 0 | -3 | 10 | -2 | 2 | -1.7 | -3 | -15
CCCC(=O)Nc1ccc2c(c1)nc(CCN1CCN(c3ccccn3)CC1)n2C | 2 | -1 | -4 | 6 | 1 | -1 | 17 | -1.0 | 11 | 10
COc1ccc(CCC(=O)Nc2nnc(C(F)(F)F)s2)cc1 | -10 | -25 | 0 | -2 | 25 | -1 | 19 | -3.2 | 3 | -53
Cc1cc(NC(=O)CSc2nccn2-c2cccc(F)c2)no1 | 5 | -8 | 5 | 5 | 8 | 0 | 10 | -0.4 | -3 | -3
O=C(CSc1nnnn1-c1ccc(F)cc1)Nc1ccccc1F | -7 | -16 | 7 | 11 | 16 | -3 | . | -0.1 | 13 | -17
S=c1[nH]nc(-c2ccc3ccccc3n2)n1-c1ccccc1Cl | -10 | -8 | 0 | -6 | 8 | 2 | 12 | -2.1 | 2 | 9
Cc1cccnc1NC(=O)C1CCC1 | -1 | -26 | -5 | -2 | 26 | -6 | . | -0.4 | 2 | 2
CCC(C(=O)OCC(=O)c1ccc(OC)cc1OC)c1ccccc1 (configuration not stated) | -16 | 10 | -6 | -16 | -10 | -2 | 59 | -1.3 | 2 | -5
O=C(CN1C(=O)NC2(CCCCCCC2)C1=O)NCc1cccs1 | 0 | -13 | -3 | -5 | 13 | 3 | 13 | -3.0 | . | -3
Cc1cc(C)c(NC(=S)N(CCN(C)C)Cc2cccs2)c(C)c1 | -6 | -33 | . | -3 | 33 | 3 | 6 | -0.1 | -9 | 1
O=c1[nH]c(=O)n(Cc2ccco2)c2c1C(C(F)(F)F)(C(F)(F)F)N=C(Cc1ccccc1)N2 | -15 | 10 | -4 | -2 | -10 | 4 | . | 16 | 14 | -14
CSc1ccc(C(=S)N2CCCC2)cc1 | 13 | 1 | -4 | 6 | -1 | -3 | 4 | -0.8 | 10 | 11
CC(=O)Nc1ncc(Cc2ccc(Cl)cc2Cl)s1 | 8 | -17 | -4 | 1 | 17 | 0 | 1 | 1.4 | 8 | -14
